MEP2 TOR yeast: modulators of MEP2-GFP levels in yeast, primary screen, S. cerevisiae, multiplex flow cytometry, MLPCN library; GFP response vs DMSO, % at 10 µM; 330,000 tested, 0.51% active; S. cerevisiae MEP2-GFP strain, 3 h; 100% = DMSO control level; AID 2016, 2009;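 active = GFP response versus DMSO above a set limit, roughly screen mean plus 3 SD, cut at about 180% in these data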;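 also: median GFP fluorescence of the barcode-gated MEP2-GFP cells per well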
GASC-1 inh: inhibitors of GASC-1 histone demethylase, primary screen, biochemical, fluorescence, DELFIA europium; GST-JMJD2C(1-420) H3K9me3 demethylation; inhibition, % at 2.35 µM; 330,000 tested, 0.069% active;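 active = more than half of a compound's replicate wells show inhibition beyond 50%, single wells judged on their own value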;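 also: signal counts dimethyl H3K9 product captured on neutravidin plate; 0% = median of DMSO wells and 100% = 0.3 times that DMSO median; strong numbers were not always called active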
GRK2 inh: compounds blocking aptamer binding on GRK2 – biochemical, human GRK2, bead flow cytometry, HTS, primary screen. 330,000 tested, 0.59% active. FAM-aptamer displacement from GRK2. inhibition of aptamer binding, % at 10 µM. AID 488847, 2010. Beta-adrenergic receptor kinase 1 (Homo sapiens), P25098;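 active = inhibition of aptamer binding above 40%, roughly 3 SD of noise, on plates passing a quality check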;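 also: median bead fluorescence of bound FAM aptamer so fluorescent compounds give negative values; no value below 0 was filed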
LAP4-GFP MLPCN: modulators of LAP4-GFP expression in yeast, primary screen, S. cerevisiae, multiplex flow cytometry, MLPCN library; 3 h; median GFP as percent of DMSO wells; GFP response vs DMSO, % at 10 µM; 320,000 tested, 0.34% active;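 active = GFP response vs DMSO above a set limit, about the screen mean plus 3 SD, cut at about 150% in these data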
RPL19A TOR yeast: RPL19A-GFP expression modulators in yeast, primary screen, cell-based, S. cerevisiae, multiplex flow cytometry, MLPCN; AID 2025, 2009; S. cerevisiae RPL19A-GFP strain, 3 h; active compounds read low; percent response vs DMSO, % at 10 µM; 330,000 tested, 0.3% active;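 active = percent response vs DMSO below 50%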;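 also: median channel GFP fluorescence of the barcoded RPL19A-GFP strain; ratio of sample median GFP to plate DMSO average so 100% = DMSO; lower means less RPL19A-GFP as with rapamycin TOR inhibition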
VLA-4 inh: inhibition in human VLA-4 binding assay, primary screen, VLA-4 allosteric modulator project, MLPCN library, flow cytometry, VLA-4 expressing cells; Integrin alpha-4 (Homo sapiens), P13612; ligand binding flow cytometry; inhibition, % (about 7 µM as worked out from the volumes in the protocol); 330,000 tested, 0.2% active; in the data active = inhibition above about 50%
Target sequence (P13612 whole entry, looked up): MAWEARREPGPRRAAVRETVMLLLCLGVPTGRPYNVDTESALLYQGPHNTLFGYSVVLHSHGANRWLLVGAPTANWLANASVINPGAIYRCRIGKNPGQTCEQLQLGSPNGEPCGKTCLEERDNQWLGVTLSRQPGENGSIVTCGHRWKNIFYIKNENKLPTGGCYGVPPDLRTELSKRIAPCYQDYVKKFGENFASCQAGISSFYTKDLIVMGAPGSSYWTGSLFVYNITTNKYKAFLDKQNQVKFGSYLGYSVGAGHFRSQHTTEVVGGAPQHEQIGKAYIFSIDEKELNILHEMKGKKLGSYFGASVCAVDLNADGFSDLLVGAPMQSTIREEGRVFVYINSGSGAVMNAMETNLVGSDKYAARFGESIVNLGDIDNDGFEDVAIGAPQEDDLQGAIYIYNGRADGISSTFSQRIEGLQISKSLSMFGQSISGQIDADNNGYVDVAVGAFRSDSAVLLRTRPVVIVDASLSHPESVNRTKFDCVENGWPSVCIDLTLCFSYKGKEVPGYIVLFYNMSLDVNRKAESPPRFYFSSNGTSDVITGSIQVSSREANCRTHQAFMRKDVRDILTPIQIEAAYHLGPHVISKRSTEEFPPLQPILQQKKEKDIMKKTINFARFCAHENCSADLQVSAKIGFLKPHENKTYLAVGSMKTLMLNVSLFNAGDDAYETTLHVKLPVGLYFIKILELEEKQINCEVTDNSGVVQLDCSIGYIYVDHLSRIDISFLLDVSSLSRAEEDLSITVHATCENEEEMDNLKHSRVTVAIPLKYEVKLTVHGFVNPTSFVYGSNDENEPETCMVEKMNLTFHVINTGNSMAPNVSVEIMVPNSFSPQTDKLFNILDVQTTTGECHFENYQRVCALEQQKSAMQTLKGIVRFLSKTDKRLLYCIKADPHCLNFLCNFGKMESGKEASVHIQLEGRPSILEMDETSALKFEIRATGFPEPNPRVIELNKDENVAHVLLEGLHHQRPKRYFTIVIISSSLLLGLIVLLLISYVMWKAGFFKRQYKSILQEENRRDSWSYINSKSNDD
AGP1 TOR yeast: modulators of AGP1-GFP expression in yeast TOR pathway, primary screen, cell-based, multiplex flow cytometry, S. cerevisiae, MLPCN library | 3 h; GFP as percent of DMSO wells | 320,000 tested, 0.02% active | AID 2066, 2009 | GFP response vs DMSO, % at 10 µM;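 active = GFP response relative to DMSO above a set limit, near screen average plus 3 SD, cut at about 150% in these data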;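 also: median GFP channel fluorescence of the gated AGP1 strain per well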
CIT2 TOR yeast: modulators of CIT2-GFP expression in yeast, primary screen, S. cerevisiae, GFP fusion, multiplex flow cytometry, MLPCN library; S. cerevisiae CIT2-GFP strain, 3 h; 100 means same as DMSO wells; GFP response vs DMSO, % at 10 µM; 320,000 tested, 0.065% active;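 active = GFP response relative to DMSO above a set limit, near the screen mean plus 3 SD, cut at about 150% in these data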;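 also: ratio of well median GFP fluorescence to mean of DMSO wells on the plate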
* = called active by the depositor; . = not tested or not shown; & = joins results of further samples. Rows are unselected. About 1.7% of those tested had a hit in this group.

MEP2 TOR yeast,GASC-1 inh,GRK2 inh,LAP4-GFP MLPCN,RPL19A TOR yeast,VLA-4 inh,AGP1 TOR yeast,CIT2 TOR yeast,structure
100,6,0,98,97,11,105,99,COc1cc2c(cc1NC(=O)C(C)Sc1ccc(C)cc1)oc1ccccc12 (stereo unspecified)
98,2,1,109,94,6,105,104,Cc1cc(-c2onc(C)c2C(=O)N/N=C/c2ccccc2)no1
106,15&-7,8,97,99,26,109,105,NC(=O)c1cc(-c2ccccc2)sc1NC(=O)Cc1ccc(S(=O)(=O)N2CCOCC2)s1
108,3,0,94,107,-7,91,100,CC(C)CNC(C)C(=O)Nc1ccc(S(N)(=O)=O)cc1 (stereo unspecified)
152,-10,0,125,89,16,99,76,Cc1ccc(S(=O)(=O)NCCNC(=O)CN2CCCC2)cc1
93,7,8,113,94,6,98,88,COc1cccc(/C=C/C(=C2/C(=O)N(c3ccccc3)N=C2C)c2ccccc2)c1OC
104,2,0,106,112,6,109,106,CC(=O)c1ccc(NC(=O)CSc2ccc(-c3ccc4c(c3)OCO4)nn2)cc1
109,-11,0,104,108,3,107,103,O=C(NNC(=O)c1ccc(F)cc1)C(=O)N1CCCCC1
98,-11,3,97,105,-2,94,96,Nc1ccc(-c2ccc(C(=O)O)s2)cn1
101,9,0,94,100,5,99,96,C/C(CC(=O)Nc1cccc(C(F)(F)F)c1)=N\NC(=O)c1cnccn1
94,6,2,106,98,8,103,100,COc1ccc(S(=O)(=O)N2CCC(C(=O)N(CC(C)C)C3CCS(=O)(=O)C3)CC2)cc1OC (stereo unspecified)
103,1,0,97,103,-2,97,91,Cc1ccc(C)c(N2CCN(C(=O)Cc3ccc(-n4c(=O)[nH]c5ccsc5c4=O)cc3)CC2)c1
95,2,10,93,96,0,93,99,CC(C)[C@H](NC(=O)c1ccccc1F)C(=O)OCC(=O)NC(=O)NC1CCCCC1
100,-2,0,93,98,14,91,97,COc1cccc(N/C=C/C(=O)c2ccc(C)cc2)c1
99,3,2,104,102,6,108,107,CCOc1ccc(S(=O)(=O)c2c[nH]c3ccccc3c2=O)cc1
108,17,0,100,100,-3,110,97,O=C(Nc1ccc(NC(=O)c2sc3ccccc3c2Cl)cc1Cl)c1ccco1
101,-22,0,114,96,-58,97,83,CN1CCc2c(sc3c2C(=O)NC(c2ccc(-c4cccc(Cl)c4)o2)N3)C1 (stereo unspecified)
109,-1,0,97,110,12,108,110,COC(=O)c1c(NC(=O)COC(=O)c2ccc(Cl)cc2[N+](=O)[O-])sc2c1CCCCC2
103,20,0,111,99,-1,104,100,Cc1ccccc1-c1nc(C#N)c(N2CCCCC2)o1
99,-4,0,111,102,-4,107,105,Cc1cccc(C)c1NC(=O)NC1(C(=O)N2CCN3CCCC3C2)CCCCC1 (stereo unspecified)

Part of the list above, showing only GRK2 inh:
Structure | GRK2 inh
CC(=O)c1ccc(NC(=O)CSc2ccc(-c3ccc4c(c3)OCO4)nn2)cc1 | 0
O=C(NNC(=O)c1ccc(F)cc1)C(=O)N1CCCCC1 | 0

Following part:
MEP2 TOR yeast,GASC-1 inh,GRK2 inh,LAP4-GFP MLPCN,RPL19A TOR yeast,VLA-4 inh,AGP1 TOR yeast,CIT2 TOR yeast,structure
92,-3,1,90,92,0,91,93,CC1(c2ccc3c(c2)OCCO3)NC(=O)N(CC(=O)Nc2c(F)cccc2F)C1=O (stereo unspecified)
85,-2,0,99,91,-1,104,104,Cc1nc(-c2ccc(S(=O)(=O)Nc3cccc(S(N)(=O)=O)c3)s2)cs1
94,17,0,86,91,6,83,96,O=C1CC(c2ccccc2)CC(O)=C1C=NCCCO (stereo unspecified)
104,3,0,103,100,10,97,102,CC(C)C(=O)Nc1nnc(-c2ccco2)s1
87,8,0,104,95,1,98,102,CC(=O)Nc1ccc(SC[C@H](C)CN2CC[C@H](C(C)(C)C)CCC2=O)cc1
100,3,3,94,95,2,97,101,CN(C)c1ccc(C2CC(=O)NC3=C2C(=O)CC(C)(C)C3)cc1 (stereo unspecified)
107,-13,0,84,100,-2,93,102,CCOc1ccccc1N1CCN(C(=O)c2cccs2)CC1
103,-4,0,107,96,-3,103,100,O=C(COC(=O)c1n[nH]c(=O)c2ccccc12)Nc1ccccc1F
100,9,5,105,95,6,97,78,Oc1ccc(N=Nc2ccc3c(c2)OCCO3)c2ncccc12
97,-1,1,96,86,10,104,107,COc1cccc(CNC(=O)C2CCN(S(=O)(=O)c3ccc4c(c3)OCCO4)CC2)c1
94,-14,0,99,92,1,100,91,Cc1ccc(N2CC(O)(c3cccs3)[N+]3=C2CCCC3)cc1 (stereo unspecified)
103,-2,29,87,96,0,96,95,COc1cc(C(=O)OCC(=O)Nc2ccc(C(C)=O)cc2)ccc1OCC(=O)N1CCOCC1
93,3,5,84,99,-1,88,97,O=C1c2ccc(Oc3cccc([N+](=O)[O-])c3)cc2C(=O)N1c1ccccn1
103,6,0,99,96,-6,96,86,N#Cc1nc(COc2ccccc2)oc1NCCN1CCOCC1
108,2,5,106,102,-9,112,107,CCOc1ccccc1C1CC(c2ccc(Cl)cc2)Nc2nc(N)nn21 (stereo unspecified)
101,13,0,100,101,-13,105,100,Cc1ccc(C(c2nnnn2C(C)(C)C)N2CCC(C)CC2)cc1 (stereo unspecified)
108,17,2,101,102,-11,.,106,COc1ccc(C)cc1NC(=O)CSc1nnc(CC(=O)Nc2cccc(C(F)(F)F)c2)n1C
101,-10,3,105,98,14,99,100,COc1cc(OC)cc(C(=O)NNC(=O)c2cc(=O)[nH]c3ccccc23)c1
99,-3,0,99,108,-23,107,105,S=C(NCCc1ccccc1)NCc1ccccc1Cl
96,-19,0,84,100,3,89,85,O=C(CNC(=O)c1ccc(Cl)cc1Cl)OCC(=O)N1CCN(c2ccccc2)CC1

The last five records of the part before come first, to join the parts:
MEP2 TOR yeast,GASC-1 inh,GRK2 inh,LAP4-GFP MLPCN,RPL19A TOR yeast,VLA-4 inh,AGP1 TOR yeast,CIT2 TOR yeast,structure
101,13,0,100,101,-13,105,100,Cc1ccc(C(c2nnnn2C(C)(C)C)N2CCC(C)CC2)cc1 (stereo unspecified)
108,17,2,101,102,-11,.,106,COc1ccc(C)cc1NC(=O)CSc1nnc(CC(=O)Nc2cccc(C(F)(F)F)c2)n1C
101,-10,3,105,98,14,99,100,COc1cc(OC)cc(C(=O)NNC(=O)c2cc(=O)[nH]c3ccccc23)c1
99,-3,0,99,108,-23,107,105,S=C(NCCc1ccccc1)NCc1ccccc1Cl
96,-19,0,84,100,3,89,85,O=C(CNC(=O)c1ccc(Cl)cc1Cl)OCC(=O)N1CCN(c2ccccc2)CC1
98,10,2,99,101,4,88,95,COc1ccc(C(=O)c2coc3c2C(=O)C(=O)c2ccccc2-3)cc1
106,-7,0,99,109,-13,102,101,Cc1cc(Br)ccc1SCC(=O)OCC(=O)Nc1ccccc1C#N
105,17,0,110,105,11,112,104,CCOC(=O)c1cc(S(=O)(=O)N2CCN(c3ccccc3OC)CC2)cn1C
102,2,2,102,98,-2,102,97,CCC1(c2ccccc2)NC(=O)N(CC(=O)N(C)CC(=O)Nc2ccc(F)c(F)c2F)C1=O (stereo unspecified)
102,7,0,107,102,6,99,99,COC(=O)c1sccc1NC(=O)c1ccnn1C
102,7,0,109,97,-2,100,93,COc1ccccc1-n1c(O)c(C=NCc2ccccn2)c2ccccc2c1=O
96,41,1,105,100,2,104,97,CC(=O)CCc1oc2ccc(C)cc2c1-c1ccc(C)o1
108,3,1,96,104,1,105,106,O=C(CCc1ccccc1)Nc1cccnc1
99,9,0,88,102,14,86,83,C=C1C(C(=O)Nc2cccc(OC)c2)C1C(=O)Nc1cccc(OC)c1 (stereo unspecified)
99,3,0,97,103,-1,95,96,COC(=O)C(=Cc1ccc(OCc2ccc([N+](=O)[O-])cc2)c(OC)c1)C(=O)OC
107,2,0,97,109,-7,102,111,COc1ccc(Cl)cc1C(=O)OCC(=O)NCCNC(=O)COC(=O)c1cc(Cl)ccc1OC
105,2,2,98,101,27,94,97,Cc1ccc(C(=O)CNc2cccc(Cl)c2)cc1
99,-2,0,89,97,5,91,91,CCOC(=O)/C=C/C(=O)OCC(=O)Nc1cccc(Cl)c1Cl
102,13,3,98,103,11,102,105,Cc1cc(Cl)ccc1NC(=O)NC1CCN(S(=O)(=O)c2ccc(F)cc2)CC1
96,-4,0,91,89,-2,94,96,CCOc1nc(N=C(N)N)nc2c(C)cccc12
93,1,2,97,94,5,94,104,Cc1ccc(CNS(=O)(=O)c2ccc3c(c2)NC(=O)CS3)cc1
105,-2,0,102,100,12,104,108,NC(=O)Cn1cnc2c(nnn2-c2ccc(F)cc2)c1=O
96,-1,0,104,96,1,101,97,COCCCNC(=S)N/N=C/c1ccc(OC)cc1
104,17,0,110,102,11,110,106,O=C(CNC(=S)N(CCCN1CCOCC1)Cc1cccs1)NCc1ccc(Cl)cc1
105,2,0,100,106,4,102,108,CS(=O)(=O)Nc1ccccc1C(=O)NCCSc1ccc(Cl)cc1

One compound at a time, as listed above. Screens in order: MEP2 TOR yeast, GASC-1 inh, GRK2 inh, LAP4-GFP MLPCN, RPL19A TOR yeast, VLA-4 inh, AGP1 TOR yeast, CIT2 TOR yeast
Shown for O=C(Nc1ccc(NC(=O)c2sc3ccccc3c2Cl)cc1Cl)c1ccco1 → 108, 17, 0, 100, 100, -3, 110, 97
Shown for Oc1ccc(N=Nc2ccc3c(c2)OCCO3)c2ncccc12 → 100, 9, 5, 105, 95, 6, 97, 78
Shown for CCOc1ccccc1C1CC(c2ccc(Cl)cc2)Nc2nc(N)nn21 (stereo unspecified) → 108, 2, 5, 106, 102, -9, 112, 107
Shown for O=C(COC(=O)c1n[nH]c(=O)c2ccccc12)Nc1ccccc1F → 103, -4, 0, 107, 96, -3, 103, 100
Shown for COc1cc(C(=O)OCC(=O)Nc2ccc(C(C)=O)cc2)ccc1OCC(=O)N1CCOCC1 → 103, -2, 29, 87, 96, 0, 96, 95

(cont.)
MEP2 TOR yeast,GASC-1 inh,GRK2 inh,LAP4-GFP MLPCN,RPL19A TOR yeast,VLA-4 inh,AGP1 TOR yeast,CIT2 TOR yeast,structure
106,30,0,101,101,-1,100,103,COc1ccc(Cl)cc1CN1CCOCC1
106,5,5,98,102,5,107,105,CCOC(=O)c1cnc2c(C)cccc2c1NCCCN1CCOCC1
102,.,0,91,98,4,96,86,COc1ccc(NC(=O)COC(=O)CNS(=O)(=O)/C=C/c2ccccc2)cc1OC
93,-1,0,106,92,-1,97,106,O=c1sc(N2CCN(c3ccccc3F)CC2)nc2ccsc12
108,.,3,112,102,-4,105,106,CCn1c(=N)n(CC(=O)C(C)(C)C)c2ccccc21
101,-16,0,100,100,5,103,103,Nc1ccc(S(=O)(=O)NNC(=O)C(=O)NNc2ccccn2)cc1
95,-12,26,91,92,3,89,86,COc1ccc(-c2cc(C(=O)NC3CCCC3)no2)cc1
91,-11,0,85,92,3,85,91,O=C(NCC(c1cccs1)N1CCOCC1)c1cc(-c2ccccn2)nc2ccccc12 (stereo unspecified)
94&101,-27&-6,1&4,103&105,102&101,15&2,100&93,101&103,Cc1c(O)cccc1C(=O)N[C@@H](CSc1ccccc1)[C@H](O)CN1C[C@H]2CCCC[C@H]2C[C@H]1C(=O)NC(C)(C)C

From PubChem
